# From PubChem
# NLRP3 yeast inh: NALP3 inflammasome inhibitors in reconstituted yeast, primary screen, luminescence, uHTS; Yeast reconstituted NLRP3/ASC/caspase-1, beta-gal luminescence, 24 h; inhibition, % at 10 µM; hit rate 0.39% among 330,000; AID 2825, 2010;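 active means inhibition of 50% or more; inactive means inhibition below 50%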;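 further: plate controls were induced DMSO wells for no effect and uninduced yeast grown without galactose for full effect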
# hIAP activ: human IAP activators, primary screen, biochemical, luminescence, uHTS | Intestinal-type alkaline phosphatase (Homo sapiens), P09923 | purified human IAP, CDP-Star luminescence, 30 min; stronger effect = higher value; 1 = vehicle-only enzyme, 0 = enzyme-free background | activation factor at 10 µM | hit rate 0.16% among 330,000;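 active means activation factor of the enzyme at least 2-fold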; further: the source names both 10 and 20 µM as test concentration; values of inactives mirror those of a sister screen read the other way
# Target sequence (P09923 whole entry, looked up): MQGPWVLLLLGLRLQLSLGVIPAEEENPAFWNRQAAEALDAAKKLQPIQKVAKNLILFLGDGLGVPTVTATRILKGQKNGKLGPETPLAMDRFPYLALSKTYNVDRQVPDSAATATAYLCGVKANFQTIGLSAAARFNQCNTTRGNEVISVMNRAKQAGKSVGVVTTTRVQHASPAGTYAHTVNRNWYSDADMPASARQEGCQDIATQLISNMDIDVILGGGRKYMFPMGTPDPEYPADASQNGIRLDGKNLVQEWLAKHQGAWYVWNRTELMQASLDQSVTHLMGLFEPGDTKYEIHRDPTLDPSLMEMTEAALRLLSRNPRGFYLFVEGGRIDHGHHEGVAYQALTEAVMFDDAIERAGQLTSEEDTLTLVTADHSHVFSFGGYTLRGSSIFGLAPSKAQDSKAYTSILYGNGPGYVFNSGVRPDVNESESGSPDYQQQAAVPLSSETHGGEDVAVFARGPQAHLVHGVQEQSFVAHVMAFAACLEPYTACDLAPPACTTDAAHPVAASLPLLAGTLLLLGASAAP
# mIAP act: activators of mouse IAP, primary screen, biochemical, luminescence, uHTS; muIAP, CDP-Star luminescence, 30 min; stronger effect = higher value; 1 = vehicle-only enzyme signal, 0 = enzyme-free wells; AID 2805, 2010; activation factor at 10 µM; hit rate 0.24% among 330,000; intestinal alkaline phosphatase [Mus musculus];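 active means activation factor of at least 2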; further: the source names both 10 and 20 µM as test concentration; values of inactives mirror those of a sister screen read the other way
#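 Assay system: mouse IAP enzyme; reagent: chemiluminescent substrate CDP-Star; dosing: test compounds delivered from DMSO solution; schedule: 30 min at room temperature; measured by: luminescence from enzymatic CDP-Star hydrolysis; controls: DMSO-only wells and no-enzyme negative control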
# hIAP inh: human IAP inhibitors, primary screen, biochemical, luminescence, uHTS; Intestinal-type alkaline phosphatase (Homo sapiens), P09923; purified IAP, CDP-Star luminescence, 30 min; inhibition, % at 10 µM; hit rate 0.12% among 330,000; AID 2544, 2010;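 active means inhibition reaching a set limit with compound at 10 µM in the primary screen, cut at about 35% in these data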;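 further: plate controls were DMSO wells with enzyme for no effect and no-enzyme buffer wells for full effect; values of inactives mirror those of a sister screen read the other way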
# Apaf-1 inh: inhibitors of human Apaf-1 apoptosome, primary screen, biochemical, DEVD-Rh110 fluorescence, uHTS | Apoptotic protease-activating factor 1 (Homo sapiens), O14727 | reconstituted apoptosome caspase-3 activity | inhibition, % at 20 µM | hit rate 0.71% among 330,000 | AID 489030, 2010; active means inhibition of at least 40% at 20 µM;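 further: plate controls were DMSO wells for no effect and DEVD-CHO caspase inhibitor wells for full effect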
#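 Medium: Hepes buffer, pH 7.5 / System: biochemical Apaf-1 apoptosome reconstitution / Measured by: Rh110 fluorescence, excitation 480 nm, emission 540 nm / Times: compound with Apaf-1, dATP, procaspase-3 30 min, then 50 min reaction, room temperature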
# ATG4B inh: ATG4B protease inhibitors, primary screen, biochemical, fluorescence, uHTS; Cysteine protease ATG4B (Homo sapiens), Q9Y4P1; ATG4B cleavage of LC3-PLA2, NBD-HPC fluorescence, 1 h; inhibition, % at 8.33 µM; hit rate 0.51% among 340,000; in the data active means inhibition above about 40%
# Target sequence (Q9Y4P1 whole entry, looked up): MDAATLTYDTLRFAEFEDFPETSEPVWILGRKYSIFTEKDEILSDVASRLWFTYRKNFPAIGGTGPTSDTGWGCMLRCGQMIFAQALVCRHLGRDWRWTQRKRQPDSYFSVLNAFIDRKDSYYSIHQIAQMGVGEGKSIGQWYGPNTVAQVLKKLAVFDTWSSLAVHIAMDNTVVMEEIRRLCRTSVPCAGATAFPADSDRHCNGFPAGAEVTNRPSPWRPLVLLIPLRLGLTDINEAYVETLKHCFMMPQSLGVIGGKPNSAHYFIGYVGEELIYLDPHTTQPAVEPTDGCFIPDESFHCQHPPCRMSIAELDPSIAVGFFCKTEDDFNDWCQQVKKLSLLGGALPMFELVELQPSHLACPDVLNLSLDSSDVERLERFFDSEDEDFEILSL
# tim10-1 inh: growth inhibitors of tim10-1 mutant yeast, primary screen, luminescence, uHTS; S. cerevisiae tim10-1 ts strain growth, BacTiter-Glo, 24 h; inhibition, % at 20 µM; hit rate 2.2% among 330,000; AID 463190, 2010;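 active means inhibition of at least 40%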;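 further: mutant grown at 25 °C; 0% = DMSO wells with yeast and 100% = wells holding no yeast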
# mIAP block: inhibitors of mouse IAP, primary screen, biochemical, luminescence, uHTS | intestinal alkaline phosphatase [Mus musculus] | purified mouse IAP, CDP-Star luminescence, 30 min | inhibition, % at 10 µM | hit rate 0.2% among 330,000;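 active means inhibition of at least 40% at 10 µM in the primary screen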;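 further: plate controls were DMSO with enzyme for no effect and no enzyme wells for full effect; values of inactives mirror those of a sister screen read the other way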
# TIM10 inh: growth inhibitors of isogenic TIM10 control yeast, primary screen, counter-screen for tim10-1 yeast inhibitor project, luminescence, uHTS. hit rate 1.4% among 330,000. inhibition, % at 10 µM. S. cerevisiae TIM10 strain growth, BacTiter-Glo luminescence, 24 h;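 active means inhibition of 40% or more at the single tested concentration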;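 further: wild-type TIM10 isogenic control strain grown at permissive 25 °C; 0% = DMSO yeast wells and 100% = minimal medium wells without yeast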
# * marks the source's active call; other numbers are inactive results.
# Under each structure: NLRP3 yeast inh	hIAP activ	mIAP act	hIAP inh	Apaf-1 inh	ATG4B inh	tim10-1 inh	mIAP block	TIM10 inh
CC1CN(c2ccc([N+](=O)[O-])cn2)CC(C)O1 (centres undefined)
  9.6	0.851	0.949	14.9	-2.3	1.3	6.1	5.1	6.7
Cc1ccc(NS(=O)(=O)c2ccc(C(=O)OCC(=O)N3CCCCC3)cc2)cc1
  11.7	1.02	0.953	-2.1	1.2	3.6	10.1	4.7	1.7
O=C(O)c1ccc(NS(=O)(=O)c2ccc(NC(=O)c3ccccc3Cl)cc2)cc1
  10.3	0.906	1.06	9.4	-14.4	-4.9	-14.1	-5.9	-8.9
Cc1cc(C(=O)COc2ccc([N+](=O)[O-])cc2)c(C)n1C1CC1
  21.1	0.953	0.982	4.7	-7.4	-4.2	-19.5	1.8	-21.1
O=C(CN1CCOCC1)Nc1ccc(Br)cc1
  4.5	1.01	0.998	-0.9	0.0	4.5	4.2	0.2	-7.6
CCNC(=O)NC(=O)C(C)OC(=O)c1oc2ccccc2c1CSC1CCCCC1 (centres undefined)
  -7.5	0.978	0.873	2.2	19.9	-0.8	1.7	12.7	-7.3
NC(=O)C1CCN(C(=O)COCc2cc(-c3ccc4c(c3)OCO4)on2)CC1
  12.9	1.07	0.97	-7.4	5.4	-11.2	8.3	3.0	-1.2
Cc1ccc(-c2ccc(CCC(=O)O)n2NC(N)=S)cc1
  -0.6	0.95	0.828	5.0	-2.3	-1.8	-1.6	17.2	1.5
CCCCn1c(SCC(=O)OCC)nc2c1c(=O)[nH]c(=O)n2C
  -2.0	1.03	0.991	-2.8	-2.8	-24.1	-1.1	0.9	-4.7
CCC(C)c1ccccc1N1CC(C(=O)N(C)CC(=O)Nc2cccc(F)c2)CC1=O (centres undefined)
  -8.2	1.01	1.02	-0.7	13.2	-0.8	4.3	-2.5	1.4
C=CCSC1=C(C#N)C2(CCCCC2)C(C#N)C(=O)N1 (centres undefined)
  -6.6	0.802	0.967	19.8	-11.4	6.8	12.8	3.3	4.4
CCC(C)(C)n1nnnc1C(c1ccccc1F)N1CCN(C(=O)c2ccco2)CC1 (centres undefined)
  7.2	1.02	1	-2.3	-5.7	-5.4	11.1	-0.2	-3.9
O=C(NNS(=O)(=O)c1ccccc1[N+](=O)[O-])c1ccccc1[N+](=O)[O-]
  -0.1	1.14	0.938	-14.1	-11.0	-5.3	23.3	6.2	8.8
NC(=O)c1ccc(NCCc2ccccc2)c([N+](=O)[O-])c1
  30.6	0.785	0.889	21.5	7.3	48.6*	-76.1	11.1	-38.9
Cc1ccc(CN2CCc3c(OCc4ccc(F)cc4)cccc3C2=O)cc1
  -2.7	1.1	1.04	-9.6	16.8	5.8	13.5	-3.9	23.8
Cc1cc(Cl)ccc1OCCn1cncn1
  12.8	1.1	0.969	-10.5	-17.1	3.2	-10.3	3.1	-6.1
CNS(=O)(=O)c1ccc(N2CCCC2=O)c([N+](=O)[O-])c1
  8.5	0.947	1.09	5.3	5.2	-6.3	6.4	-9.5	10.5
O=C(COC(=O)c1ccc2ncsc2c1)Nc1ccccc1Cl
  16.2	1.03	1.07	-2.7	-3.7	-8.9	-23.4	-6.6	-0.3
O=C(Nc1ccc(N=Nc2ccccc2)c(NC(=O)C2CCCO2)c1)C1CCCO1 (centres undefined)
  33.1	0.852	0.86	14.8	10.4	-5.3	20.8	14.0	30.6
CCOc1cccc(C(=O)Nc2nnc(-c3ccco3)s2)c1
  38.4	0.988	0.83	1.2	6.5	9.4	8.7	17.0	4.4
Cc1ccc(OCc2nnc(SCC(=O)N3c4ccccc4Sc4ccc(Cl)cc43)o2)cc1
  7.0	0.907	0.939	9.3	16.6	-7.2	17.3	6.1	-5.5
Cc1cccc(NC(=O)CN2C(=O)N/C(=C/c3ccc(-c4cccc(C(=O)O)c4C)o3)C2=O)c1
  12.8	0.875	0.95	12.5	2.1	6.9	5.2	5.0	3.3
CC(NC(=O)CCl)c1ccccc1Br (centres undefined)
  -30.4	0.843	0.986	15.7	-22.3	25.3	1.9	1.4	17.5
COc1ccc(NC2CCCN(C(=O)COc3ccc(C)cc3)C2)cc1 (centres undefined)
  30.8	0.958	1.03	4.2	18.0	4.5	11.8	-3.4	5.5
O=C1C=C(Nc2ccccc2)CC(c2ccccc2)C1 (centres undefined)
  -46.8	0.915	1.05	8.5	-1.4	0.0	25.3	-5.4	14.7
CC(C)CC1(C(=O)NCc2ccccn2)C=CCN1C(=O)c1ccccc1 (centres undefined)
  4.9	1	0.979	-0.4	0.5	-2.5	-8.5	2.1	-4.0
COCCCNC(=S)NNC(=O)c1csc(C)n1
  3.2	1.64	0.911	-64.4	-8.6	3.6	3.1	8.9	-0.3
CCn1c(-c2ccc(F)cc2)n[nH]c1=S
  4.6	0.942	0.897	5.8	0.5	5.8	-7.3	10.3	-5.0
CCCN1CNc2c(c(=O)[nH]c(=S)n2CCc2ccccc2)C1
  10.9	1.15	1.06	-14.9	9.2	-2.4	3.7	-5.6	-41.2
O=C1CCCN2N=C(SCC(=O)Nc3cccc(Cl)c3)SC2=N1
  16.3	0.948	0.988	5.2	-7.3	-8.0	3.9	1.2	-4.1

# Grouped by structure, the entries above with bromine.
# Under each structure: NLRP3 yeast inh	hIAP activ	mIAP act	hIAP inh	Apaf-1 inh	ATG4B inh	tim10-1 inh	mIAP block	TIM10 inh
O=C(CN1CCOCC1)Nc1ccc(Br)cc1
  4.5	1.01	0.998	-0.9	0.0	4.5	4.2	0.2	-7.6
CC(NC(=O)CCl)c1ccccc1Br (centres undefined)
  -30.4	0.843	0.986	15.7	-22.3	25.3	1.9	1.4	17.5

# More records
# Under each structure: NLRP3 yeast inh	hIAP activ	mIAP act	hIAP inh	Apaf-1 inh	ATG4B inh	tim10-1 inh	mIAP block	TIM10 inh
CCOC(=O)c1nnn(-c2nonc2-c2ccccc2)c1C
  13.7	1.07	1.06	-7.5	11.1	-10.1	13.9	-6.4	-6.5
NC(=O)c1ccccc1NC(=O)CCN1C(=O)c2ccccc2C1=O
  15.0	1.16	1.03	-16.4	-20.4	-1.7	-8.5	-3.3	-3.7
O=C(Nc1ccc(N2CCCCC2)c(Cl)c1)c1ccc(N2CCOCC2)c([N+](=O)[O-])c1
  15.7	0.927	0.885	7.3	7.5	3.8	32.6	11.5	34.3
CCN(CC)CCNC(=O)C(=O)NCC1OCCN1S(=O)(=O)c1cccs1 (centres undefined)
  17.6	0.817	1.07	18.3	15.3	0.4	-24.9	-7.3	-0.8
Cc1cc(=O)oc2c(C(=O)c3ccccc3)c(OCC(N)=O)ccc12
  6.4	1.04	0.853	-4.4	0.7	-6.4	4.6	14.7	18.3
COc1ccccc1C(=O)OCC(=O)NC12CC3CC(CC(C3)C1)C2
  30.9	0.852	1.03	14.8	4.1	-15.8	25.6	-3.4	12.9
CSc1ncc(C(=O)NCCCc2ccccc2)c(C)n1
  18.9	1.06	0.945	-6.1	0.3	-5.9	-2.7	5.5	6.0
O=c1c2ccccc2c(-c2ccccc2)nn1Cc1c(Cl)cccc1Cl
  29.4	1.08	1.01	-7.6	14.2	8.9	22.9	-0.8	-1.3
O=C(Cn1cc2c(n1)CCCC2)NCCCN1CCN(Cc2ccccc2)CC1
  12.4	0.982	0.905	1.8	13.3	7.1	2.8	9.5	11.9
COC(=O)c1cc2c(s1)-c1ccc(OC)cc1CC2
  20.3	1.22	1.1	-22.1	14.0	-11.1	29.8	-10.0	14.4
CCc1nn(CC(=O)N2CCN(CC)CC2)c(=O)c2cccn12
  6.2	0.947	1.06	5.3	2.7	-7.0	-0.1	-6.3	-1.7
CC1Cc2ccccc2N1C(=O)CSc1nc2c(c(=O)n(C)c(=O)n2C)n1Cc1ccc(F)cc1 (centres undefined)
  -0.6	1.02	0.965	-1.9	20.0	-4.3	-13.7	3.5	-5.7
CCCCC(=O)Nc1ccc2c(c1)nc(CCN1CCOCC1)n2C
  -3.5	0.998	1.04	0.2	0.3	8.9	11.3	-3.6	12.8
COc1ccc(-c2c(-c3ccsc3)oc3ccc(N4CCOCC4)cc23)cc1
  2.4	0.828	0.963	17.2	8.6	-1.6	12.0	3.7	5.3
O=C(NCCCN1CCOCC1)c1cccc(S(=O)(=O)NCc2ccccc2)c1
  4.8	1.11	0.955	-10.6	24.4	3.9	-4.7	4.5	1.8
CCN1C(=Nc2ccc(Cl)cc2)SC/C1=C\C(=O)OC
  26.9	0.914	0.948	8.6	-1.5	5.5	7.6	5.2	1.4
CCCNC(=O)C1CC(=O)N(c2ccc(OCc3ccc(F)cc3)cc2)C1 (centres undefined)
  21.5	0.946	0.998	5.4	0.8	-5.3	16.0	0.2	23.7
CC(=O)NC(Cc1cnc[nH]1)C(=O)O (centres undefined)
  1.6	1.12	0.962	-12.2	1.6	-0.1	10.0	3.8	3.3
COc1ccc(C(=O)Nc2nc(-c3ccc(OC)cc3)c(-c3ccc([N+](=O)[O-])cc3)s2)cc1
  8.8	1.03	0.862	-3.1	6.1	-4.6	14.1	13.8	2.8
COc1ccc(CC(=O)Nc2nnc(SCc3ccccc3)s2)cc1S(=O)(=O)N1CCOCC1
  1.4	0.978	0.932	2.2	14.7	-15.1	7.8	6.8	9.3
CC(C)Cn1cnc2sc3c(c2c1=N)CCCC3
  16.2	0.93	0.968	7.0	-1.6	-0.9	-12.7	3.2	-8.8
CC(OC(=O)c1ccc(NS(=O)(=O)c2ccc3[nH]c(=O)[nH]c3c2)cc1)C(N)=O (centres undefined)
  -1.9	0.998	0.988	0.2	-6.2	-16.0	-2.3	1.2	-4.5
COCCNS(=O)(=O)c1cc2[nH]c3c(c2cc1C)C(=O)CC(C)(C)C3
  6.2	1.06	1.08	-6.1	4.4	-0.2	10.8	-8.2	-11.7
Cn1cccc1C(=O)Nc1nc(-c2ccccn2)cs1
  13.5	1.21	1.07	-20.7	0.2	-6.3	0.8	-7.3	4.5
Cn1c(=NC(=O)c2cccc([N+](=O)[O-])c2)sc2ccccc21
  5.8	0.986	0.937	1.4	-3.6	5.4	8.1	6.3	-19.3
Cc1ccc(C)c(S(=O)(=O)N2CCN(c3nc(-c4cccnc4)nc4ccccc34)CC2)c1
  43.0	0.999	0.87	0.1	26.1	-16.0	14.0	13.0	10.4
NC(=S)N/N=C/c1c(O)ccc2ccccc12
  19.9	1.55	0.868	-55.2	-6.2	-9.0	-1.5	13.2	6.2
